Source: PubChem
TDP-43 yeast inh: inhibitors of TDP-43 toxicity in yeast; TDP-43 expressing yeast growth rescue, BacTiter-Glo, 24 h; Potency, µM (titrated, usually from 46.1 µM), without a hit: at the highest dose growth rescue (activation), hits mostly activators; 410,000 tested, 1.8% active; also: potency is read from the fitted curve at half-maximal effect; % of control where 0% means no effect; nearly all actives have a fitted effect of over 50% in size
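Yeast expressing TDP-43 (pregrown in raffinose, seeded at OD600=0.02 in galactose medium) exposed to compounds 24 hr at 30 deg C. Growth read by BacTiter-Glo luminescence; rescue of toxicity appears as increased signal.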
FUS suppressor: rescues growth of FUS-expressing yeast | S. cerevisiae FUS-expressing, growth rescue, OD600, 24 h | Potency, µM (titrated, usually from 76.6 µM), without a hit: top-dose growth rescue (activation), hits mostly activators | 390,000 tested, 0.24% active;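 also: potency is read from the fitted curve at half-maximal effect; plate controls were DMSO vehicle for no effect and reference control for full effect; nearly all actives have a fitted effect of over 55% in size; some results filed as inactive show a strong effect at the top dose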
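Restored growth of FUS-toxic S. cerevisiae, read as 600 nm absorbance after 24 h at 30C in galactose medium (starting OD 0.005). Controls CP55940 and DMSO.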
Abeta yeast res: A-beta toxicity reversal in yeast. 410,000 tested, 0.063% active. yeast expressing A-beta42, growth rescue, OD600, 48 h; response scale: 0% DMSO, 100% iron-clioquinol control. Potency, µM (top dose mostly 46.1 µM), inactives show top-dose growth rescue, most hits filed as activators. AID 1347071; also: potency is read from the fitted curve at half-maximal effect; nearly all actives have a fitted effect of over 55% in size
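Growth rescue measured by 600 nm absorbance after 48 h yeast culture at 30 C with compound. Values normalized between DMSO and an equimolar ferric chloride plus clioquinol control.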
PTHR1 agonist: agonists of human PTHR1 parathyroid hormone receptor | Q03431 | HEK293 GP2 PTHR1 cells, GloSensor cAMP luminescence, 1 h | Potency, µM (doses to about 115 µM), inactives show at the highest dose activation, usual class: activators | 410,000 tested, 0.075% active | AID 743266; also: potency is read from the fitted curve at half-maximal effect; nearly all actives have a fitted effect of over 55% in size; some results filed as inactive show a strong effect at the top dose; inactives centre near -15; many of its hits are not listed in these tables
Target sequence (Q03431 whole entry, looked up): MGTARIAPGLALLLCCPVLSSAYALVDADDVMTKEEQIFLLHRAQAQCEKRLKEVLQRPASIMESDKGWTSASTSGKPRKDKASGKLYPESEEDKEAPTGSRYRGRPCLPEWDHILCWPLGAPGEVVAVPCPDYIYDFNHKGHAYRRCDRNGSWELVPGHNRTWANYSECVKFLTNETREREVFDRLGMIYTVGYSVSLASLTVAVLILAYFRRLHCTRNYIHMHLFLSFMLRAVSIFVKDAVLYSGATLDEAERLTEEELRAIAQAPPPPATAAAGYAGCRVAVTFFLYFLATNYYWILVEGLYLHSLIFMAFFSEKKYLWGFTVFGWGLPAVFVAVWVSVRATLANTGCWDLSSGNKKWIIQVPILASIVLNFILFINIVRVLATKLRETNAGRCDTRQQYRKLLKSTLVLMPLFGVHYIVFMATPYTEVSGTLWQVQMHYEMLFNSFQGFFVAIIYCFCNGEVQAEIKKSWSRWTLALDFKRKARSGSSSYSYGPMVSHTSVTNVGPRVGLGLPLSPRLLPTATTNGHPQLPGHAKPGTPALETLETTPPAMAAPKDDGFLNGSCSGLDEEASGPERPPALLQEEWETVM
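HEK-293-derived GP2 cells expressing PTHR1 and a GloSensor cAMP reporter, 3,000/well, plated overnight, given luciferin plus IBMX (each 0.5 mM as added) for 1 h at 37 °C, then compound for 1 h at 37 °C. Luminescence was read after 15 min at room temperature.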
GLP1R inv ag: GLP-1 receptor (human) inverse agonism; HEK293 GLP-1R CRE-luciferase, luminescence, 24 h; GLP-1R form is constitutively active; 410,000 tested, 1.6% active; Potency, µM (titrated, usually from 38.3 µM), without a hit: top-dose activity change, negative = inhibition, actives largely listed as inhibitors; AID 624417; also: potency is read from the fitted curve at half-maximal effect; % is scaled to controls: 0 for no effect and ±100 for the full control effect; nearly all actives have a fitted effect of over 55% in size
Target sequence (P43220 whole entry, looked up): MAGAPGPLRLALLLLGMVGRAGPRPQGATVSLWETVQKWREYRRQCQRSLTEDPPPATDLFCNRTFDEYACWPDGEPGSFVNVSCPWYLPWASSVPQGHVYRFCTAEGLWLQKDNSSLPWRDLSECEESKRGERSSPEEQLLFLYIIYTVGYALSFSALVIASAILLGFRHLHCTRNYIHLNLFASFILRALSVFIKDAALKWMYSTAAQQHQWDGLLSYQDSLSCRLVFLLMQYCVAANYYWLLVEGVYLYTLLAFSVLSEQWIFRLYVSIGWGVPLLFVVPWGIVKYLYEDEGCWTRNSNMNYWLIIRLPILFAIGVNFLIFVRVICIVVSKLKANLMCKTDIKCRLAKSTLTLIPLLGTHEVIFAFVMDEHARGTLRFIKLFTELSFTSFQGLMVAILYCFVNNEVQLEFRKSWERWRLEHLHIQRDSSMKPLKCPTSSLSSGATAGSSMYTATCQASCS
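Using stably transfected HEK293 (constitutively active GLP-1R, cAMP-luciferase reporter), compounds were incubated 24 hr and luciferase measured by luminescence.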
MmCpn inh: M. maripaludis TRiC chaperonin inhibition. purified Mm-Cpn ATPase, ADP Transcreener TR-FRET. Potency, µM (titrated, usually from 76.9 µM), inactives show top-dose activity, negative = inhibition, most hits filed as inhibitors. 330,000 tested, 0.031% active. AID 504842; also: potency is read from the fitted curve at half-maximal effect; % is scaled to controls: 0 for no effect and ±100 for the full control effect; nearly all actives have a fitted effect of over 80% in size
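Purified archaeal Mm-CPN (25nM final) preincubated 10 min at 37degC with compound, then 10uM ATP for 30 min at 37degC; ADP measured by HTRF Transcreener TR-FRET; buffer 30 mM TRIS pH 7.4, 100mM KCl, 5mM MgCl2, 1mM DTT.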
HEK293 tox: cytotoxicity in counter-screen for GLP-1R inverse agonists; HEK293 cAMP-luciferase reporter cells, luminescence, 24 h; Potency, µM (highest dose often 38.3 µM), for inactives: at the top dose activity change, negative = inhibition, usual class: inhibitors; 410,000 tested, 0.13% active; AID 624418;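 also: loss of luciferase light is scored as toxicity; potency is read from the fitted curve at half-maximal effect; % is scaled to controls: 0 for no effect and ±100 for the full control effect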
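Cells in DMEM/10% Nu serum/1% pen-strep, 1536-well format. Pre-incubated 12 h, dosed with 23 nL compound, incubated a further 24 h. Luciferase detection, 12 min at room temp, luminescence.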
pAkt inh: blocks phosphorylation of Akt; 360,000 tested, 0.32% active; AID 651550; Neuro2A IGF-stimulated pAkt S473 HTRF, 20 min; hits give low values; activity change, % for hits at 50 µM; in the data active = activity change below about -80%; inconclusive = mostly about -51% to -80%; also: % is scaled to controls: 0 for no effect and ±100 for the full control effect
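Neuro2A cells in DMEM with 0.5% FBS, overnight at 37 deg C, given compound at single 50 µM final, then IGF (6 nM final) for 20 min at 37 deg C. Lysed; phospho-Akt Ser473 by HTRF after 24 h, 665/615 ratio.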
aSyn rescue: rescues yeast growth from alpha-synuclein toxicity; Yeast expressing alpha-synuclein, growth rescue, BacTiter-Glo, 24 h; Potency, µM (highest dose often 46.1 µM), for inactives: top-dose growth rescue (activation), hits mostly activators; 370,000 tested, 0.14% active; also: potency is read from the fitted curve at half-maximal effect; % of control where 0% means no effect; nearly all actives have a fitted effect of over 65% in size
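Galactose-induced alpha-syn yeast (OD600=0.02, raffinose-pregrown) + pinned cpd, 24 hr, 30 deg C; growth by BacTiter-Glo luminescence. Growth restoration scores as activation.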
Active calls of the source: *; i = inactive; ? = inconclusive; / = not tested or not shown; [ ] = dose if it differs, or a comment. Unless noted, calls follow the shape of the dose curve; as a rule, active = well fitted curve in the direction sought with a large enough effect; inconclusive = small, poorly fitted or top-dose-only effect, or another doubt; inactive = no such curve, though single readings can be large; an effect the other way counts as inactive or inconclusive. Only part of the results is shown; the hit share may differ from the screen's.

SMILES | TDP-43 yeast inh | FUS suppressor | Abeta yeast res | PTHR1 agonist | GLP1R inv ag | MmCpn inh | HEK293 tox | pAkt inh | aSyn rescue
CCCOc1ccc(C(=O)O/N=C(\CC)c2ccc(C)cc2)cc1 | 26% | / | 15% | -22% | ? | 1% | 82%[activator] | i | -20%
COC(=O)N1CCN(c2ccc(Cl)c(Cl)c2)CC1 | 18% | 8% | -38%[inhibitor] | 19%[57.5 µM] | -26% | 0% | -14% | / | 11%
CC1(C)Cc2c(c(-c3ccco3)[nH]c(=O)c2C#N)CO1 | 8% | 20% | -1% | -10%[57.5 µM] | 6% | -2% | 1% | i | -16%
COc1ccc(C2C(C(C)=O)=C(O)C(=O)N2c2nccs2)cc1OC (stereo not drawn) | -4% | / | 5% | i | 22% | -1% | -5% | i | -1%
O=C(CCN1C(=O)c2ccccc2C1=O)Nc1ccc2c(c1)OCCO2 | 3% | 34% | -18% | 7% | 3% | 1% | 7% | i | -3%
CCCSc1nc(N)cc(=O)[nH]1 | -2% | -35% | -12% | i | 9% | -2% | 2% | i | 2%
COc1ccc(Cl)cc1C(=O)NNC(=O)COC(=O)CC(NC(C)=O)c1ccccc1 (stereo not drawn) | -1% | 12% | 2% | -8% | 9% | 1% | 3% | i | -3%
COc1cccc(CNC(=O)C2CCC(CNc3c(N4CCC(C)CC4)c(=O)c3=O)CC2)c1 (stereo not drawn) | -10% | 37% | 0% | i | 41%[activator] | 0% | 1% | i | -2%
Cc1cccc(NC(=O)COC(=O)CSc2ccccc2)c1C | 5% | -6% | 0% | i | 4% | -2% | 5% | i | -7%
CC(O)c1cccc(-c2ccc(CN3C[C@]4(CO)O[C@@H](CO)C[C@@H]4S3(=O)=O)cc2)c1 (stereo partly drawn) | 17% | 11% | 2% | -1% | -4% | 1% | -5% | i | 2%
COC(=O)C1=C(C(=O)OC)[C@@H]2N(C)c3ccc(OC)cc3[C@@]23C[C@@H](C(=O)OC)N(C(=O)NCCBr)C3=N1 | 8% | 38% | -6% | -3% | 1% | / | ? | i | -3%
CC1=C(C(=O)N2CCOCC2)CC(CC(=O)NC(c2ccccc2)c2ccccc2)C(=O)N1Cc1ccc(C(C)(C)C)cc1 (stereo not drawn) | 5% | ? | -8% | -24% | ? | / | -38% | i | 3%
Cc1ccccc1C(=O)c1cccn1CC(=O)NC1CCCC(C)C1C (stereo not drawn) | 18% | 36% | -16% | -23% | ? | -1% | -15% | i | -8%
COc1ccc(S(=O)(=O)N2CCC(C)CC2)cc1OC | 16% | -13% | -16% | -13% | 8% | -2% | 18% | i | -1%
Cc1cc(CNC(=O)CC2C(=O)NCCN2Cc2ccccc2C(F)(F)F)on1 (stereo not drawn) | -6%[0.397 µM] | 7% | 13% | 0% | 11% | -3% | -6% | i | 3%
CCOc1ccc(-c2nc(-c3cccs3)c(CC(=O)O)s2)cc1OC | 8%[9.22 µM] | 5% | 4% | -22% | 33%[activator] | -26% | -2% | i | 13%
Cc1ccc(NC(=O)CSc2nc3ccccc3n2CC(=O)N(C)C2CCCCC2)cc1C | 18% | ? | 2% | i | ? | / | -16% | / | /
O=C(CNC(=O)c1ccccc1)NCC(=O)OCC(=O)c1ccccc1Cl | 13% | -8% | 13% | i | 7% | 1% | -2% | i | 1%
COc1ccc2c(c1OC)OCC2C (stereo not drawn) | ? | / | -30% | -8% | ? | / | -31% | i | ?
COc1cc(/C=N/N=C2/NC(=O)C(Cc3ccccc3)S2)ccc1O (stereo not drawn) | -1% | 3% | 5% | -4% | 97%[activator] | 0% | -16% | i | -8%
CCCCNC(=O)C1CCN(S(=O)(=O)c2ccc3c(c2)CC(C)N3C(=O)C2CC2)CC1 (stereo not drawn) | 20% | 2% | 2% | -3% | 2% | 0% | -6% | i | 3%
CCS(=O)(=O)Nc1ccc(-c2ccc(NS(=O)(=O)CC)c(OC)c2)cc1OC | -12% | ? | 4% | 0%[57.5 µM] | 2% | -3% | -4% | i | 0%
Cc1ccc(N2C(=O)N(CC(=O)N3CCc4ccccc43)C(=O)C2C)cc1 (stereo not drawn) | 5% | -33% | 1% | i | 5% | / | 9% | i | -2%
Cc1ccc(S(=O)(=O)NN2CCCCCC2)cc1 | 22% | -14% | 7% | i | -15% | / | 1% | i | 8%
Cc1nn(C(=O)c2c([N+](=O)[O-])cnn2C)c(C)c1Cl | 21% | -1% | 1% | -2%[57.5 µM] | 9% | -2% | 4% | i | 6%
(more compounds)
SMILES | TDP-43 yeast inh | FUS suppressor | Abeta yeast res | PTHR1 agonist | GLP1R inv ag | MmCpn inh | HEK293 tox | pAkt inh | aSyn rescue
COc1cc2c(cc1OC)CN(C(=O)CCCN1C(=O)c3ccccc3C1=O)CC2 | 12% | 9% | -9% | -3%[57.5 µM] | 0% | 0% | 0% | i | -2%
COc1ccccc1NC(=O)N1CCN(c2ccc(F)cc2)CC1 | -2% | 11% | -14% | i | -11% | 0% | 5% | i | -6%
C=CCOC(=O)C1=C(C)NC(=O)NC1c1cc(Cl)cc(Cl)c1OC (stereo not drawn) | 13% | 9% | 3% | -7% | ? | -2% | -9% | i | 1%
CCOC(=O)C1=C(C)N=C2SC(C(=O)OC)=CC(=O)N2C1c1ccc(OC)cc1 (stereo not drawn) | -81%[inhibitor] | 9% | -5% | -63%[inhibitor] | -5% | -2% | -1% | i | -6%
CCCOc1ccc(OCCOCCNCc2ccccc2)cc1 | ? | / | 17% | -24% | -29% | 0% | 0% | i | 1%
COc1cc(C(CC(=O)Nc2cc(C)ccc2C)N2Cc3ccccc3C2=O)cc(OC)c1OC (stereo not drawn) | 14% | 17% | -6% | i | 5% | / | 1% | / | 0%
CC(CCO)Nc1nc2c(c(=O)n(C)c(=O)n2C)n1Cc1ccc(Br)cc1 (stereo not drawn) | 6% | 11% | -19% | -20% | 3% | / | 1% | / | /
CC(=O)n1cc([C@H]2C=C(C(=O)NCc3ccccc3)O[C@@H](OCCCCO)C2)c2ccccc21 | 0% | ? | 4% | i | 15% | / | 2% | i | 3%
COc1ccc(NC(=O)c2cc3c(=O)[nH]c4ccccc4c3n2C)cc1Cl | -3% | -2% | -15% | i | 2% | / | 1% | / | -9%
COc1ccc(C(C(=O)NC(C)(C)C)N(C(=O)CNC(=O)c2cccs2)c2ccc(C(C)C)cc2)cc1OC (stereo not drawn) | -12% | ? | 6% | i | ? | -1% | -10% | i | 5%
CC(C)NS(=O)(=O)c1ccc(OCC(=O)Nc2cccc(F)c2)cc1 | 0% | -26% | -3% | -43%[inhibitor] | ? | -4% | 0% | i | 1%
CCCC12CN3CC(C)(CN(C1)C31CCCCC1)C2=O | 12% | -1% | 21% | 24%[57.5 µM] | -22% | 0% | -6% | i | 0%
Cc1[nH]c2ccccc2c1C(=O)C(=O)NC1CC(=O)N(c2ccc(F)cc2)C1 (stereo not drawn) | 0% | 23% | -3% | -16% | -25% | 2% | 9% | i | 0%
NC(=O)COc1c(-c2ccccc2)oc2ccccc2c1=O | -12% | -8% | 27% | -6%[57.5 µM] | 7% | 2% | -2% | i | 1%
COc1ccc(NC(=O)Cn2nnc3sc4c(c3c2=O)CC(C)(C)OC4)cc1 | 10% | -10% | -1% | i | 11% | 3% | -2% | i | 2%
O=C(c1ccc(F)cc1)N1CCN(c2ccc(N3CCOCC3)nn2)CC1 | 6% | -16% | -5% | i | 14% | -3% | 14% | i | -5%
COC(=O)c1ccsc1NC(=O)c1ccco1 | ? | 7% | -14% | i | 115%[activator] | 0% | -10% | i | 5%
CCCN(CC(=O)Nc1ccccc1C)C(=O)c1ccc(COc2ccccc2)cc1 | 5% | 39% | 6% | i | ? | 0% | 2% | i | 15%
Cc1c(C)n(Cc2ccccc2)c2ncnc(NN)c12 | 1% | 0% | ? | -25% | 41%[activator] | -1% | -23% | i | 2%
CCNc1ccc(S(N)(=O)=O)cc1[N+](=O)[O-] | 1% | 4% | 4% | 6% | 25% | 0% | -2%[1.53 µM] | i | 1%
CCc1ccc(CN(C)Cc2nc(Cc3ccccc3)no2)nc1 | 4% | 9% | 1% | i | ? | 4% | 4% | i | -7%
Cc1cccc(NC(=O)CN2C(=O)NC(C)(c3ccc4ccccc4c3)C2=O)n1 (stereo not drawn) | -5% | 26% | -9% | -48%[inhibitor] | -31% | 1% | -3% | i | -1%
N#C/C(=C\c1ccc(F)cc1)c1n[nH]c(Cn2cncn2)n1 | -1% | -4% | 7% | i | 5% | 1% | -5% | i | 2%
O=C(CSc1nnc(Cn2cnc3ccccc32)o1)Nc1cccc2ccccc12 | 5% | 15% | 14% | -2%[57.5 µM] | 2% | 3% | -8% | i | 3%
